TRPC4 agonist = activators of mouse TRPC4 channel, primary screen, Fluo4 calcium, HEK293 TRPC4beta/mu-opioid cells | Fluo4 calcium fluorescence; stronger effect = higher value | B-score at 10 µM | 310,000 tested, 0.49% active;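 active = B-score above 5 SD of library B-scores, and initial fluorescence ratio not above library mean plus 5 SD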;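 also: positive B-score marks a calcium rise read as TRPC4 activation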
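System: HEK293 cells stably co-expressing mouse TRPC4beta and mu-opioid receptor; Schedule: Fluo4 dye loading 45 min at room temperature, 110 s recording; Detection: Fluo4 fluorescence, kinetic; Evaluation: B-scored integrated calcium fluorescence ratio; Controls: buffer (low) and maximal DAMGO (high).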
TMEM16A act = TMEM16A chloride channel activators or potentiators, primary screen, cell-based, HTS | B-score at 10 µM | AID 623877, 2012 | 340,000 tested, 0.3% active | Anoctamin-1 (Mus musculus), Q8BHY3 | HEK293 TMEM16A/YFP-H148Q/I152L, iodide quench fluorescence; stronger effect = lower value;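 active = fluorescence-ratio B-score plate-corrected deviation score at least 3 library SD below zero, with starting fluorescence score within 5 deviations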;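 also: channel opened by trigger with iodide after compound preincubation; score built on the fluorescence ratio of max minus min over baseline; more negative score means more quench and so TMEM16A activation or potentiation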
RGS4 block = RGS4 inhibitors, primary screen, cell-based, HEK293 M3R inducible RGS4, calcium flux; 310,000 tested, 0.45% active; B-score at 10 µM; Fluo-4 calcium flux; stronger effect = higher value; triggered by carbachol at its EC20; Regulator of G-protein signaling 4 (Homo sapiens), P49798; AID 463165, 2010;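 active = B-score, a plate-corrected calcium signal, over three deviations above library mean, with baseline fluorescence within five deviations of library mean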;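 also: RGS4 expression induced by doxycycline in cells with stable M3 receptor; B-score is computed from the integrated fluorescence ratio over baseline after carbachol; higher B-score means a larger calcium signal and so more RGS4 inhibition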
Target sequence (P49798 whole entry, looked up): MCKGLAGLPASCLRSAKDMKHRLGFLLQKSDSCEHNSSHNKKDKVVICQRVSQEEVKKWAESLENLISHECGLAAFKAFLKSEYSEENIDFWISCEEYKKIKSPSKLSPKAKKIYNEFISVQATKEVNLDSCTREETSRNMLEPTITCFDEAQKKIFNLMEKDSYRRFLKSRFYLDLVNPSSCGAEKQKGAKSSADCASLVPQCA
TRPC4 potent = positive allosteric modulators of TRPC4, primary screen, cell-based, mouse TRPC4beta, HEK293 mu-opioid, Fluo-4 calcium | 310,000 tested, 0.42% active | B-score at 10 µM | DAMGO EC20, Fluo-4 Ca2+ flux; stronger effect = higher value;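 active = B-score of calcium response area above 5 SD of library B-scores, with initial fluorescence ratio within 5 SD of library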;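 also: B-score of integrated fluorescence ratio over time as area under calcium response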
TRPC4 inh = inhibitors of mouse TRPC4 channel, primary screen, Fluo4 calcium, HEK293 TRPC4beta/mu-opioid cells. Short transient receptor potential channel 4 (Mus musculus), Q9QUQ5. DAMGO-evoked Fluo4 calcium flux; stronger effect = lower value. B-score at 10 µM. 300,000 tested, 0.39% active. AID 2247, 2010;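 active = B-score over 3 SD under the library average, no early fluorescence shift, positive overall ratio signal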
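Assay system: TRPC4beta/mu-opioid receptor HEK293 cell line; compound dosing: single concentration per test compound; detection: Fluo4 Ca2+ flux fluorescence; evaluation: per-well B score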
ANO1 block = TMEM16A chloride channel inhibitors, primary screen, cell-based, HTS | Anoctamin-1 (Mus musculus), Q8BHY3 | HEK293 TMEM16A/YFP iodide influx fluorescence, ionomycin | normalized B-score (activity score, 25-100; higher = stronger inhibition) at 10 µM | 310,000 tested, 1.2% active | AID 588511, 2011;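 active = ratio plate-corrected score three or more library SD toward inhibition, starting fluorescence score within five deviations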;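 also: score derived from kinetic fluorescence span divided by baseline fluorescence per well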
MrgX1 antagonist = antagonists of human MrgX1 receptor, primary screen, HEK293 cells, Fluo-4 calcium flux | Mas-related G-protein coupled receptor member X1 (Homo sapiens), Q96LB2 | BAM8-22 antagonism; stronger effect = lower value | B-score at 10 µM | 310,000 tested, 1.3% active;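 active = calcium-response B-score plate-corrected more than 3 library SD below zero, starting fluorescence within 5 deviations, no agonist response on first addition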;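 also: peak minus trough fluorescence over baseline after final BAM8-22 challenge near maximal dose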
Target sequence (Q96LB2 whole entry, looked up): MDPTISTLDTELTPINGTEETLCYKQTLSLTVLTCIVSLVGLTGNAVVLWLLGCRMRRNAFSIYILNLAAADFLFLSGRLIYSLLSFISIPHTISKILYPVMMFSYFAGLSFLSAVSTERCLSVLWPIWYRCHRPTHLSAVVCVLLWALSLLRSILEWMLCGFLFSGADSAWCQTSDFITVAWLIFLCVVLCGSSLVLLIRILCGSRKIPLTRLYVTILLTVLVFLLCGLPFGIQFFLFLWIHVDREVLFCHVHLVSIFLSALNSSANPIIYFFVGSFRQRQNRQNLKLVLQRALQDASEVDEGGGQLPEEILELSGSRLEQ
TRPC6 activator = mouse TRPC6 channel activators, primary screen, cell-based, HEK293, membrane potential dye; Short transient receptor potential channel 6 (Mus musculus), Q61143; HEK293-TRPC6 membrane potential dye fluorescence; stronger effect = higher value; B-score at 10 µM; 310,000 tested, 0.13% active;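 active = B-score of the integrated fluorescence ratio above library mean plus 3 SD, and starting fluorescence ratio within library mean plus 5 SD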;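 also: higher score means more depolarization so channel activation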
MrgX1 PAM = positive allosteric modulators of MrgX1, primary screen, HEK293 cells, Fluo-4 calcium flux; Mas-related G-protein coupled receptor member X1 (Homo sapiens), Q96LB2; FDSS; stronger effect = higher value; B-score at 10 µM; 310,000 tested, 0.63% active; AID 588675, 2011;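 active = plate-corrected calcium response at least 3 library SD above typical, normal starting fluorescence, not activating the receptor alone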;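 also: compound read alongside a low EC10 to EC30 dose of BAM8-22 agonist; peak minus trough fluorescence over baseline measured at the second addition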
MrgX1 agonist = agonists of human MrgX1 receptor, primary screen, HEK293 cells, Fluo-4 calcium flux; Fluo-4 calcium fluorescence, agonist mode; stronger effect = higher value; B-score at 10 µM; 310,000 tested, 0.44% active;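 active = calcium response B-score plate-corrected fluorescence ratio at least 3 library SD, with starting fluorescence B-score inside 5 SD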
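times = overnight plating, then 30 min 37 °C plus 30 min room-temperature dye loading | assay system = stable human MrgX1 HEK293 cell line | input = fifteen thousand cells per well | signal = kinetic calcium dye fluorescence, Fluo-4 NW | dosing = compound delivered in addition one of three | read-out = B-scored fluorescence response ratio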
TRPC6 inh = mouse TRPC6 channel inhibitors, primary screen, cell-based, HEK293, membrane potential dye. Short transient receptor potential channel 6 (Mus musculus), Q61143. ACh-evoked depolarization; stronger effect = lower value. B-score at 10 µM. 310,000 tested, 1.1% active;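 active = B-score under library mean minus 3 SD, initial fluorescence not abnormally high, positive integrated signal ratio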;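 also: B-score derived from integrated fluorescence ratio over the kinetic read; more negative B-score means stronger inhibition of depolarization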
* hit, by the source's call; i = inactive; . = not tested or not shown.

SMILES | TRPC4 agonist | TMEM16A act | RGS4 block | TRPC4 potent | TRPC4 inh | ANO1 block | MrgX1 antagonist | TRPC6 activator | MrgX1 PAM | MrgX1 agonist | TRPC6 inh
COc1ccc(Cl)cc1S(=O)(=O)NC(C)C(=O)NCc1ccccn1 (stereo not given) | i | i | i | i | i | i | i | i | i | i | i
CCCC1NC(=S)N(C2CCCCC2)C1=O (stereo not given) | i | i | i | i | i | i | i | i | i | i | i
O=C(CSc1nc2cccnc2n1Cc1ccccc1)NCc1ccco1 | i | i | i | i | i | i | i | i | i | i | i
CC(=O)N1CCN(Cc2nc3cc(NC(=O)c4ccccc4)ccc3n2C)CC1 | i | i | i | i | i | i | i | i | i | i | i
Oc1ccc(-c2onc(C(F)(F)F)c2-c2cscn2)c(O)c1 | i | i | i | i | i | i | i | i | i | i | i
CN(C)c1ccc(CNC(=O)C2CCC(CNc3c(N4CCCCC4)c(=O)c3=O)CC2)cc1 (stereo not given) | i | i | i | i | i | i | i | i | i | i | i
O=C(C/C=N/OCc1c(Cl)cccc1Cl)c1ccc(Cl)cc1 | i | i | i | i | i | i | i | i | i | i | i
COc1ccc(CCN(C)C(=O)CSc2nnc(C3CC3)n2N)cc1OC | i | i | i | i | i | i | i | i | i | i | i
COC(=O)c1ccc(NC(=O)C(C)Oc2ccccc2)cc1 (stereo not given) | i | i | i | i | i | i | i | i | i | i | i
Cc1onc(C(=O)N2CCC(Cc3ccccc3)CC2)c1[N+](=O)[O-] | i | i | i | i | i | i | i | i | i | i | i
O=C(Nc1ncc2c(n1)CC(c1ccccc1)CC2=O)c1ccco1 (stereo not given) | i | i | i | i | . | i | i | i | i | i | i
COCCOC1CCN(Cc2cn(Cc3ccccc3)nc2-c2cc3ccccc3o2)CC1 | i | i | i | i | i | i | i | i | i | i | i
COc1cc(OC)cc(C(=O)N[C@H](C(=O)NCc2ccccc2)C(C)C)c1 | i | i | i | i | i | i | i | i | i | i | i
Cc1cc(NC(=O)COC(=O)C2CCN(S(=O)(=O)c3ccc(Cl)cc3)CC2)no1 | i | i | i | i | i | i | i | i | i | i | i
CC1CCN(C2=C(NS(=O)(=O)c3ccccc3)C(=O)c3ccccc3C2=O)CC1 | i | i | i | i | i | i | i | i | i | i | -7.7*
Cc1ccc(NC(=O)Cn2c(=O)n(Cc3ccco3)c(=O)c3ccccc32)c(C)c1 | i | i | i | i | i | i | i | i | i | i | i
C=CC1=C2C=C(C3CC3)N(C3CC3)C=C2C(=O)C(C)(OC(=O)c2ccco2)C1=O (stereo not given) | i | i | i | i | i | i | i | i | i | i | i
N#CCN1CCC/C1=C\[N+](=O)[O-] | i | i | i | i | i | i | i | i | i | i | i
Cc1ccccc1C(NC(N)=O)c1ccccc1 (stereo not given) | i | i | i | i | i | i | i | i | i | i | i
Cc1ccc(C2=NOC(C)(c3nnc(-c4cccc(Cl)c4)o3)C2)cc1 (stereo not given) | i | i | i | i | i | i | i | i | i | i | i
C=CCNC(=O)c1c(CS(=O)(=O)c2ccccc2)noc1C(=O)NCc1ccccc1 | . | i | . | . | . | i | i | . | i | i | .
COc1ccc(C(=O)NC(C)c2cc(OC)c(OC)cc2Br)cc1 (stereo not given) | i | i | i | i | i | i | i | i | i | i | i
COc1ccc(N2CCN(C(=O)c3ccc4c(c3)OCO4)CC2)cc1 | i | i | i | i | i | i | i | i | i | i | i
CN=C(Nc1cccnc1)c1ccccc1 | i | i | i | i | i | i | i | i | i | i | i
Cc1ccc(C(=O)O)cc1-c1ccc(/C=C2\SC(=O)N(CC(=O)Nc3ccccc3)C2=O)o1 | i | i | i | i | i | i | i | i | i | i | i
O=C(c1ccccc1)c1nc2ccccc2n(CCCn2c(=O)c(C(=O)c3ccccc3)nc3ccccc32)c1=O | i | i | i | i | i | i | i | i | i | i | i
CCC(=O)NNC(=O)CCC(=O)Nc1ccc(C)cc1C | i | i | i | i | i | i | i | i | i | i | i
CCCNC(=O)Cn1c(=O)/c(=C\c2ccc(-c3cccc([N+](=O)[O-])c3)o2)s/c1=C\C(=O)C(C)(C)C | i | i | i | i | i | i | -6.8* | i | i | i | i
CCOP(=O)(c1ccc(N(C)C)cc1)C(O)c1ccc(C)cc1 (stereo not given) | i | i | i | i | i | i | i | i | i | i | i
CC(=O)Nc1ccc(-c2csc(NC(=O)CCCc3cccs3)n2)cc1 | i | i | i | i | i | i | i | i | i | i | i
N#Cc1cc(-c2ccc(Cl)cc2)cnc1Sc1ccccc1 | i | i | i | i | i | i | i | i | i | i | i
CCOCCCn1c(C)nc2c[n+](CC(=O)c3ccc4ccccc4c3)cc(Br)c21 | i | i | i | i | i | i | i | i | i | i | i
COc1ccc(C(NC(C)=O)c2nccc3cc(OC)c(OC)cc23)cc1OC (stereo not given) | i | i | i | i | i | i | i | i | i | i | i
COCCCN=C(c1ccco1)n1c(=S)nc(-c2ccco2)n(CCCOC)c1=S | i | i | i | i | i | i | i | i | i | i | i
CCOC(=O)/C=C/C(=O)OCC(=O)Nc1ccc(Cl)cc1Cl | i | i | i | i | i | i | i | i | i | i | i
CCc1ccccc1NC(=O)c1onc(C)c1Cl | i | i | i | i | i | i | i | i | i | i | i
CCCCn1c(N)c(N(CCOC)C(=O)c2ccc(-c3cccc(C(F)(F)F)c3)o2)c(=O)[nH]c1=O | i | i | i | i | i | i | i | i | i | i | i
COc1ccc(N2CCN(CCC(N)=O)CC2)cc1 | i | i | i | i | i | i | i | i | i | i | i
O=C(NCc1ccccc1)Nc1cccn(Cc2c(F)cccc2Cl)c1=O | i | i | i | i | i | i | i | i | i | i | i
CC(C)(C)c1ccc(C(=O)Nc2ccc(S(N)(=O)=O)cc2)cc1 | i | i | i | i | i | i | i | i | i | i | i
CCN1CCN(C(=O)CN(C)S(=O)(=O)c2ccc(OC)cc2)CC1 | i | i | i | i | i | i | i | i | i | i | i
CCCCN(C)C(=O)CCC(=O)Nc1ccc2nc(N3CCOCC3)cc(C)c2c1 | i | i | i | i | i | i | i | i | i | i | -7.6*
Cc1ccc(CCNC(=O)c2nnc(CS(=O)(=O)c3ccccc3)o2)cc1 | i | i | i | i | i | i | i | i | i | i | i
O=C(NNS(=O)(=O)c1ccc(Cl)cc1)c1ccc(S(=O)(=O)N2CCCCC2)cc1 | i | i | i | i | i | i | i | i | i | i | i
CC(C)Cc1nc2oc3c(NCC4CCCO4)ncnc3c2c2c1CCC2 (stereo not given) | i | i | i | i | i | i | i | i | i | i | i
Cc1ccc(C(=O)NCC(=O)OCc2cccc(Br)c2)cc1 | i | i | i | i | i | i | i | i | i | i | i
O=C(COc1ccc2ccc(=O)oc2c1)Nc1ccc2c(c1)OCCO2 | i | i | i | i | i | i | i | i | i | i | i
CCN(CC)S(=O)(=O)c1ccc(Cc2ncc(C(F)(F)F)cc2Cl)s1 | i | i | i | i | i | i | i | i | i | i | i
Cc1nn(Cc2ccccc2)c(C)c1C(=O)Nc1ccc(N2CCOCC2)cc1 | i | i | i | i | i | i | i | i | i | i | i
O=[N+]([O-])c1cc(C(F)(F)F)cc([N+](=O)[O-])c1NCCNC(=S)Nc1cccc(F)c1 | i | i | i | i | i | i | i | i | i | i | i
O=C1CNC(=S)N1CCOc1ccccc1 | i | i | i | i | i | i | i | i | i | i | i
O=S(=O)(c1ccc(NC(=S)N/N=C/c2cccc(Oc3ccccc3)c2)cc1)N1CCOCC1 | i | i | i | i | i | i | i | i | i | i | i
N#CC(C#N)=Cc1cc2ccccc2nc1N1CCOCC1 | i | i | i | i | i | i | i | i | i | i | i
CCn1c(=O)c(-[n+]2ccccc2)c(O)c2ccccc21 | i | i | i | i | i | i | i | i | i | i | i
Cc1nnc(Oc2ccccc2)c2ccccc12 | i | i | i | i | i | i | i | i | i | i | i
CCNc1oc(-c2cccc3ccccc23)nc1C#N | i | i | i | i | i | i | i | i | i | i | i
CCS(=O)(=O)N1CCCC(C(=O)NC2CCCC2)C1 (stereo not given) | i | i | i | i | i | i | i | i | i | i | i
CCc1ccc(N2C(=O)CC(N3CCN(c4ccccn4)CC3)C2=O)cc1 (stereo not given) | i | i | i | i | i | i | i | i | i | i | i
C=CCN=C1CC(C)(C)CC(=O)/C1=C(/O)CCC(=O)OC | i | i | i | i | i | i | i | i | i | i | i
O=C(O)/C=C/c1cccc(NC(=O)c2ccccc2)c1 | i | i | i | i | i | i | i | i | i | i | i

(cont.)
SMILES | TRPC4 agonist | TMEM16A act | RGS4 block | TRPC4 potent | TRPC4 inh | ANO1 block | MrgX1 antagonist | TRPC6 activator | MrgX1 PAM | MrgX1 agonist | TRPC6 inh
O=C(CSc1nnc(-c2ccccc2)n1Cc1ccco1)Nc1ccc(S(=O)(=O)N2CCCC2)cc1 | i | i | i | i | i | i | i | i | i | i | i
CSc1ccc(C2(O)Cc3cccc[n+]3C2c2ccccc2)cc1 (stereo not given) | i | i | i | i | i | i | i | i | i | i | i
NC(=O)Cn1c(=O)n(CCCC(=O)NC2CCN(Cc3ccccc3)CC2)c(=O)c2ccccc21 | i | i | i | i | i | i | i | i | i | i | i
COc1cccc(CCNC(=O)CCc2nnc(-c3ccc4c(c3)OCO4)o2)c1 | i | i | i | i | i | i | i | i | i | i | i

Source: PubChem BioAssay
